KOR beta-arrestin-1: KOR antagonists, beta-arrestin recruitment, cell-based, luminescence, uHTS (AID 1778); Kappa-type opioid receptor (Homo sapiens); KOR beta-arrestin recruitment, luminescence, antagonist mode; higher % means a stronger effect; one-dose inhibition, % at 10 µM; IC50 in µM for titrated hits; 290,000 compounds, 0.091% hits; also: strong numbers were not always called active
HEK293 NOD2/NF-kB: NOD2 signaling inhibitors, cell-based, luminescence, uHTS, HEK293 (AID 1566). HEK293 NOD2/NF-kB luciferase reporter, luminescence; higher % means a stronger effect. inhibition, % at 4 µM; hits with a dose series show EC50 in µM. 290,000 compounds, 0.63% hits; also: many of its hits are not listed in these tables
Yfh1-depleted yeast: enhancers of respiration in Yfh1-depleted yeast, dose response, Friedreich's ataxia, plus single-dose screen (AID 1465) | S. cerevisiae Yfh1-off respiration, WST-1 reduction, 72 h; higher fold induction means a stronger effect | one-dose fold induction at 50 µM; EC50 in µM for titrated hits | 220,000 compounds, 0.074% hits;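 active = fold induction of absorbance versus untreated yeast above a set limit, then at least 30% activation at any dose in follow-up; inconclusive = repeats straddling the limit, or above it without dose testing; inactive = fold induction below the set limit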;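 also: activators that raise dye reduction in frataxin-depleted yeast; strong numbers were not always called active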
AID2073: inhibitors of Mint1-CaV2.2 protein interaction, biochemical, HTRF (AID 2073); inhibition, % at 20 µM; hits with a dose series show IC50 in µM; Voltage-dependent N-type calcium channel subunit alpha-1B (Homo sapiens); 290,000 compounds, 0.19% hits; HTRF protein-protein interaction, Mint1-CaV2.2; higher % means a stronger effect; in the data active = inhibition mostly above about 51%, no sharp cut-off; inconclusive = no clear call, values can overlap the other calls; inactive = mostly below about 53%; also: some results filed as inactive read as strong as hits
HIV peptide binding: inhibitors of HIV fusion peptide binding, primary screen, biochemical, uHTS, fluorescence dequenching (AID 1986); cell-free peptide binding, fluorescence dequenching, 30 min; higher % means a stronger effect; 290,000 compounds, 0.3% hits; inhibition, % at 20 µM; hits with a dose series show IC50 in µM; in the data active = inhibition mostly above about 52%, no sharp cut-off; inactive = mostly below about 76%; also: some results filed as inactive read as strong as hits
KOR beta-arrestin-2: KOR agonists, beta-arrestin recruitment, primary screen, cell-based, luminescence, uHTS (AID 1777); Kappa-type opioid receptor (Homo sapiens); activation, % at 10 µM; hits with a dose series show EC50 in µM; 280,000 compounds, 0.02% hits; KOR beta-arrestin recruitment, luminescence; higher % means a stronger effect; in the data active = activation above about 50%, passing the limit was not always enough; also: a part of the inactive calls stands beside numbers as strong as those of hits
NOD1 inhibition: NOD1 signaling inhibitors, primary screen, cell-based, luminescence, uHTS (AID 1578). NOD1-driven NF-kB luciferase reporter cells, luminescence; higher % means a stronger effect. inhibition, % at 4 µM, or EC50 in µM where a hit was titrated. 290,000 compounds, 1% hits; in the data active = inhibition mostly above about 36%, no sharp cut-off; inactive = mostly below about 34%;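 also: HEK-293T reporter cells stimulated with the NOD1 agonist gamma-tri-DAP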
Dengue-2 NS5 capping: Dengue-2 NS5 methyltransferase inhibitors, primary screen, biochemical, confirmation dose response (AID 588689); Dengue-2 NS5 methyltransferase capping enzyme assay, biochemical; higher % means a stronger effect; inhibition, % at 25 µM, or IC50 in µM where a hit was titrated; 340,000 compounds, 0.3% hits; in the data active = a potency from the dose series; inconclusive = inhibition above about 29% without an active follow-up result
West Nile antiviral: West Nile virus antiviral activity, cell-based, CPE readout (AID 1621); West Nile virus-infected cells, CPE inhibition; higher % means a stronger effect; CPE inhibition, % at 10 µM; hits with a dose series show IC50 in µM; 290,000 compounds, 0.02% hits; in the data active = a potency from the dose series; inconclusive = CPE inhibition mostly from about 3.7% at the one dose, without a potency; inactive = the rest, 99 in 100 with CPE inhibition below about 2.2%; also: strong numbers were not always called active
Dengue-2 NS5 capping pilot replicate: further read-out of Dengue-2 NS5 capping, marked with its call; inhibition, %; measured here: pilot screen replicate inhibition
Active calls of the source: *; i = inactive; ? = inconclusive; nt = no result given; [ ] = another dose, or the depositor's remark. Rule as the data show it, unless noted: active = inhibition above about 50%; inactive = the rest.

SMILES	KOR beta-arrestin-1	HEK293 NOD2/NF-kB	Yfh1-depleted yeast	AID2073	HIV peptide binding	KOR beta-arrestin-2	NOD1 inhibition	Dengue-2 NS5 capping	West Nile antiviral	others
Cc1nc2ccc(Cl)cc2nc1C	28%	6%	i	40%	0.3%	-4.1%	5%	2%	0.4%
CCOc1ccc(N2CC(C(=O)Nc3ccncc3)CC2=O)cc1 (configuration not stated)	16%	5%	nt	-8%	-0.2%	-1.5%	-36%	-2%	1.2%
Cc1[nH]c2ccccc2c1C(=O)C(=O)NCCOc1ccccc1	16%	7%	i	-3%	-0.6%	-3.9%	-14%	-9%	-0.8%
COc1ccc(-c2noc(N3CCC(C(=O)Nc4ccccc4OC)CC3)n2)cc1	-18%[20 µM]	32%	nt	2%	-0.4%	0.3%	11%	-3%	-0.6%
CCOC(=O)c1cc(CC)sc1NC(=O)CN1CCN(C(=O)C2CCCO2)CC1 (configuration not stated)	13%	14%	nt	-6%	-0.6%	-4.9%	-25%	-6%	-0.5%
CCCCc1ccc(Nc2ncccc2C#N)cc1	9%	-48%	i	8%	-0.9%	-3.3%	9%	-1%	0.6%
COCP(=O)(c1ccccc1)c1ccccc1	9%	2%	i	-3%	-1.2%	2.3%	1%	3%	0.2%
Cc1nn(-c2ccc([N+](=O)[O-])cc2)c2c1C(c1cccc(Br)c1)N1C(=N2)C(=O)Nc2ccccc21 (configuration not stated)	-29%	-32%	i	18%	5.0%	16%	17%	4%	2.6%
COC(=O)C(C)n1cnc2c(nnn2-c2cccc(OC)c2)c1=O (configuration not stated)	-6%	-24%	nt	7%	-0.9%	1.5%	-4%	-10%	-0.3%
CC(NC(=O)CCNS(=O)(=O)c1ccc2c(c1)c(=O)n(C)c(=O)n2C)c1ccccc1 (configuration not stated)	4%	16%	i	11%	4.7%	3.8%	-16%	6%	0.2%
Cc1ccsc1CNS(=O)(=O)c1ccc(F)cc1	-19%	12%	nt	7%	-0.9%	4.9%	-10%	-7%	-0.4%
Cc1cc(C)n2c(Br)c(CN3CCCC(C)C3)nc2n1 (configuration not stated)	-4%	7%	i	-2%	-1.7%	1.7%	-30%	-2%	0.1%

The final 5 records of the section before open the next one.
SMILES	KOR beta-arrestin-1	HEK293 NOD2/NF-kB	Yfh1-depleted yeast	AID2073	HIV peptide binding	KOR beta-arrestin-2	NOD1 inhibition	Dengue-2 NS5 capping	West Nile antiviral	others
Cc1nn(-c2ccc([N+](=O)[O-])cc2)c2c1C(c1cccc(Br)c1)N1C(=N2)C(=O)Nc2ccccc21 (configuration not stated)	-29%	-32%	i	18%	5.0%	16%	17%	4%	2.6%
COC(=O)C(C)n1cnc2c(nnn2-c2cccc(OC)c2)c1=O (configuration not stated)	-6%	-24%	nt	7%	-0.9%	1.5%	-4%	-10%	-0.3%
CC(NC(=O)CCNS(=O)(=O)c1ccc2c(c1)c(=O)n(C)c(=O)n2C)c1ccccc1 (configuration not stated)	4%	16%	i	11%	4.7%	3.8%	-16%	6%	0.2%
Cc1ccsc1CNS(=O)(=O)c1ccc(F)cc1	-19%	12%	nt	7%	-0.9%	4.9%	-10%	-7%	-0.4%
Cc1cc(C)n2c(Br)c(CN3CCCC(C)C3)nc2n1 (configuration not stated)	-4%	7%	i	-2%	-1.7%	1.7%	-30%	-2%	0.1%
O=C(c1ccc(COc2ccccc2Br)o1)N1CCCCCC1	15%	-15%	i	-1%	-1.2%	-10%	-14%	-6%	0.2%
COc1cccc(/C=C2\SC(=S)N(N3C(=O)CCCC3=O)C2=O)c1	9%	-25%	i	-10%	-0.8%	-6.6%	-19%	-7%	-0.2%
Oc1cc(Cc2ccccc2)cnc1CN1CCOCC1	-9%	2%	i	4%	-2.7%	1.1%	-8%	0%	-0.2%
CCOc1cc(/C=N/NC(N)=O)cc(Br)c1OCC(=O)Nc1ccccc1C	4%	23%	i	1%	-3.9%	-4.2%	-23%	-1%	1.1%
CCOC(=O)CC(=O)CSc1nc2c(sc(=S)n2-c2ccc(C)c(C)c2)c(=O)[nH]1	-19%	35%	nt	-8%	23%	-2.9%	-1%	19%	-0.6%
CCC(C(=O)Nc1ncc(C)s1)c1ccccc1 (configuration not stated)	11%	10%	i	4%	-1.2%	-0.5%	4%	-10%	0.0%
CCOc1ccccc1NC(=S)N1CCN(c2cccc(OC)c2)CC1	6%	7%	nt	-8%	-2.0%	-0.4%	0%	-3%	-0.1%
Cc1ccc(CC(CC(=O)O)C(=O)NCC23CC4CC(CC(C4)C2)C3)cc1 (configuration not stated)	-20%	1%	i	4%	3.0%	5.1%	-12%	-6%	0.2%
CCCc1cc(=O)oc2c(CN3CCCC3)c(O)ccc12	3%	9%	i	36%	1.6%	-5.0%	9%	-2%	-0.1%
CC(Sc1nc(N)cc(=O)[nH]1)C(=O)Nc1cccc(Cl)c1 (configuration not stated)	22%	-2%	i	3%	1.1%	-3.0%	15%	2%	-0.1%
C=CCC(CC=C)(NC(=O)c1ccccc1C(=O)O)c1ccccc1	15%	-9%	i	16%	0.0%	1.7%	-19%	-1%	-0.7%
O=S(=O)(Cc1ccccc1)NCc1cccnc1	18%	-2%	i	3%	1.6%	-2.1%	-3%	3%	-0.2%
C/C(=N\OCC(=O)Nc1c(C)cc(C)cc1C)c1ccc2c(c1)OCCO2	7%	10%	i	2%	0.9%	0.4%	-8%	-7%	-1.2%
Cc1oc2c(CN(C)C)c(O)ccc2c(=O)c1-c1ccc2ccccc2n1	-7%	18%	i	7%	-3.3%	3.2%	62%	-3%	3.2%
Cc1ccc(SCC2=NN(c3nc(C)cc(C)n3)C(=O)C2)cc1	22%	2%	i	-6%	0.8%	-5.4%	-31%	5%	-0.7%
CS(=O)(=O)N(CC(=O)N1CCCCCC1)c1ccc2c(c1)OCCO2	30%	3%	i	-6%	-0.3%	-3.4%	-14%	-1%	-0.9%
O=C(Cn1c(=O)[nH]n(-c2ccccc2)c1=O)N1CCCc2ccccc21	2%	-6%	i	-7%	-3.0%	1.6%	-8%	1%	-0.3%
CCOC(=O)CCC(=O)NCc1ccc2c(c1)cc(C)n2C	-20%	-8%	i	8%	17%	3.7%	-13%	16%	-0.2%
CCNC(=O)N1CCOCC1	-13%	-2%	i	4%	0.6%	2.1%	-1%	1%	-0.5%
COc1ccc(CNC(=O)CNC(C)c2ccc(F)cc2)cc1 (configuration not stated)	0%	-9%	nt	0%	1.2%	-0.4%	-3%	-2%	-0.1%
COc1ccc(NC(=O)C(NC(=O)c2ccc(=O)[nH]c2)c2ccc(C)cc2)cc1 (configuration not stated)	-9%	14%	i	-1%	-1.2%	8.4%	-8%	2%	0.4%
CS(=O)(=O)N(Cc1ccc(Cl)cc1)c1ccc(C(=O)NCc2ccccn2)cc1	-20%	5%	i	4%	0.6%	nt	-4%	-15%	0.0%
Cc1onc(-c2c(F)cccc2Cl)c1C(=O)OCC(=O)c1c(N)n(C)c(=O)n(C)c1=O	3%	13%	i	-11%	-1.7%	-4.1%	-12%	-8%	-1.6%
COc1cccc(C(=O)NCc2ccc3[nH]c(C)cc3c2)c1	-29%	11%	i	18%	3.2%	-0.6%	-11%	?	-0.5%
CCN1C(=O)[C@H]2[C@@H](c3ccccc3)N3C(=O)N(c4cccc(F)c4)C(=O)[C@@]3(CC(C)C)[C@H]2C1=O	15%[20 µM]	-10%	nt	8%	-0.2%	-1.7%	12%	-14%	-0.7%
O=C(CSc1nnc(-c2ccco2)n1-c1ccccc1Cl)Nc1cccc(C(=O)O)c1	-28%	-5%	nt	1%	8.6%	5.7%	-15%	0%	0.3%
CCCCCCCC(=O)NNC(=O)c1ccc([N+](=O)[O-])cc1	13%	1%	i	-3%	-2.2%	-7.9%	2%	-1%	0.4%
Cc1ccccc1NC(=O)CSc1ccc(-c2cccnc2)nn1	-9%	6%	nt	4%	-0.3%	-2.8%	-33%	-5%	-0.1%
CCCNC(=O)N1CCN(c2nc(C(C)C)c3c(c2C#N)CC(C)(C)OC3)CC1	21%	-18%	i	-1%	1.3%	4.8%	-16%	-4%	-0.3%
COc1ccc(OC)c(C(=O)N(C)C2CCCN(Cc3ccccc3F)C2)c1 (configuration not stated)	8%	3%	nt	10%	2.3%	-3.1%	-1%	-1%	0.9%
O=C(CSc1nc2ccccc2s1)N/N=C/c1ccc(C(=O)O)cc1	-8%	13%	i	-4%	4.2%	-4.8%	-21%	5%	0.2%
CCOc1ccc(CCNC(=O)c2ccc(CS(=O)Cc3ccccc3Cl)o2)cc1 (configuration not stated)	-55%	5%	nt	-7%	1.0%	6.3%	-19%	-4%	0.3%
COCCn1c(-c2ccc(OC)cc2)cnc1N	-10%	-7%	i	-7%	-0.1%	2.1%	-10%	1%	-0.5%
COc1ccc(CSCCN)cc1Cl	-20%	-12%	i	1%	-1.3%	-3.9%	5%	-3%	-1.1%
CC(C)NC(=S)N/N=C1\CCCCC1C1CCCCC1 (configuration not stated)	12%	-11%	i	-41%	-1.7%	-5.0%	-4%	-3%	0.4%	Dengue-2 NS5 capping pilot replicate=3.2
COc1ccccc1N1CCN(S(=O)(=O)c2ccc3c(c2)CC(C)N3C(C)=O)CC1 (configuration not stated)	-24%	-7%	nt	17%	-1.8%	-7.1%	2%	-7%	-0.4%

Not a retest: four of the compounds above.
SMILES	KOR beta-arrestin-1	HEK293 NOD2/NF-kB	Yfh1-depleted yeast	AID2073	HIV peptide binding	KOR beta-arrestin-2	NOD1 inhibition	Dengue-2 NS5 capping	West Nile antiviral	others
COCCn1c(-c2ccc(OC)cc2)cnc1N	-10%	-7%	i	-7%	-0.1%	2.1%	-10%	1%	-0.5%
COc1ccc(CSCCN)cc1Cl	-20%	-12%	i	1%	-1.3%	-3.9%	5%	-3%	-1.1%
CC(C)NC(=S)N/N=C1\CCCCC1C1CCCCC1 (configuration not stated)	12%	-11%	i	-41%	-1.7%	-5.0%	-4%	-3%	0.4%	Dengue-2 NS5 capping pilot replicate=3.2
COc1ccccc1N1CCN(S(=O)(=O)c2ccc3c(c2)CC(C)N3C(C)=O)CC1 (configuration not stated)	-24%	-7%	nt	17%	-1.8%	-7.1%	2%	-7%	-0.4%

(continued)
SMILES	KOR beta-arrestin-1	HEK293 NOD2/NF-kB	Yfh1-depleted yeast	AID2073	HIV peptide binding	KOR beta-arrestin-2	NOD1 inhibition	Dengue-2 NS5 capping	West Nile antiviral	others
Cc1ccc(NC(=O)c2cccc(NC(=O)CCC(=O)O)c2)cc1C	-4%	8%	i	6%	3.3%	-4.0%	-15%	-6%	1.1%
COc1ccc(/C=N/Nc2nc(N3CCCC3)nc(N3CCCC3)n2)cc1	1%	-7%	i	0%	-0.9%	8.5%	-35%	-3%	-0.3%
COc1ccc(NC(=O)/C(C#N)=C\c2ccc(N3CCOCC3)o2)cc1	16%[20 µM]	-82%	>100µM*	-9%	149%	nt	2%	?	-1.0%
Cc1ccc2c(c1)N(CC(=O)NCCCN1CCCC1)C(=O)CO2	15%	-1%	nt	-4%	-0.9%	-0.6%	6%	-8%	-0.6%
Cc1noc(NS(=O)(=O)c2ccc(NC(=O)c3cnc4n(c3=O)CCS4)cc2)c1C	1%	13%	i	10%	7.0%	11%	0%	-1%	-0.5%

The list is partial; count on the stated rates, not on these rows.
